14-3-3 PPI: 14-3-3 gamma protein interaction modulation | 160,000 tested, 0.19% active | AID 422 | FP, 14-3-3gamma / TMR-pS259-Raf peptide binding | inhibition, % at 40 µM; in the data active = inhibition above about 30%;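 also: 0% = protein plus tracer without compound and 100% = blank with tracer alone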
Target sequence (P61981 whole entry, looked up): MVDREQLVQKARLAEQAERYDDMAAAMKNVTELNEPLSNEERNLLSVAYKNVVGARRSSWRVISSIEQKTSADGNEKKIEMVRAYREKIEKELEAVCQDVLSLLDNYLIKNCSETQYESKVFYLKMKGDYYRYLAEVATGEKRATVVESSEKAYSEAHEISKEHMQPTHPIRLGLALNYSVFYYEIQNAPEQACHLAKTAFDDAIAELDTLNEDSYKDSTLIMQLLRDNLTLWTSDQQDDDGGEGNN
Active calls of the source: *; & = joins results of further samples.

SMILES | 14-3-3 PPI
COC(=O)c1cc(OC)c(OC)cc1NC(=O)CCC1CCCC1 | 1
COc1ccccc1-c1cc(C(F)(F)F)nc(NCCc2ccccc2)n1 | 1
COc1ccc(N(CC(=O)NC2CCCC2)C(=O)CCC(=O)Nc2cc(C)on2)c(OC)c1 | -5
O=C(CCc1nc2ccccc2[nH]1)N1CCN(C(=O)c2ccco2)CC1 | 4
CCOC(=O)c1[nH]c2ccccc2c1N=C(C)N(CC)CC | 4
Cc1ccc2nc(N=C(NC(=O)c3ccccc3)NC(=O)c3ccccc3)nc(C)c2c1 | 6
N#Cc1c(N=Cc2ccc([N+](=O)[O-])s2)sc2c1CCCC2 | 63*
COC(=O)C(C)Sc1nc(-c2ccc(OC)cc2)nc2c1c(=O)n(C)c(=O)n2C (stereo unspecified) | -3&-8
O=C(CCCCCn1c(=S)[nH]c2ccc(Br)cc2c1=O)NCc1ccccn1 | -4
CCOC(=O)c1c(C)n(-c2ccccc2)c2ccc(OCC(N)=O)cc12 | 4
Cn1nnnc1SCc1cccc(CSc2nnnn2C)n1 | -37
CCCCNC(=O)c1[nH]ncc1[N+](=O)[O-] | -8
COc1ccc(N2CCN(C(=O)CSc3nnc(Cn4nnc5ccccc54)n3C)CC2)cc1 | -13
Nc1ccc(Cl)cc1/C(=N/O)c1ccccc1 | -6
Cc1ccc(S(=O)(=O)Nc2cc3c(C(=O)OCc4ccccc4)c(C)oc3c3ccccc23)cc1 | -36
O=C(Nc1ccc(Cc2ccncc2)cc1)c1ccc(S(=O)(=O)N2CCOCC2)cc1 | -10
OCCCNc1ncnc2c1cnn2-c1ccccc1 | 6
O=C(Nc1cccc(O)c1)c1cc2n(n1)C(C(F)(F)F)CC(c1ccc(F)cc1)N2 (stereo unspecified) | -20
CC(C)(Oc1ccc(Cl)cc1)C(=O)Nc1c(-c2ccc(F)cc2)nc2ccccn12 | 1
Cc1ccc(S(=O)(=O)N2c3ccccc3NC(=O)C2CC(=O)Nc2ccccc2)cc1 (stereo unspecified) | -9&-6
Cn1nc(C(C)(C)C)cc1C(=O)Nc1nc2c(s1)C(=O)CC(C)(C)C2 | -11
O=C(Nc1ccccc1N1CCCC1)c1cccnc1 | -7
O=C(c1cnc2sccn2c1=O)N1CCc2ccccc2C1 | 1&-8
Cc1c(C(=O)O)oc2ccc(S(=O)(=O)N3CCCCC3C(=O)O)cc12 (stereo unspecified) | 3

In the list so far, these contain a Cl atom:
SMILES | 14-3-3 PPI
Nc1ccc(Cl)cc1/C(=N/O)c1ccccc1 | -6
CC(C)(Oc1ccc(Cl)cc1)C(=O)Nc1c(-c2ccc(F)cc2)nc2ccccn12 | 1

Other entries follow:
SMILES | 14-3-3 PPI
COc1cc(C2Nc3ccccc3NC3=C2C(=O)CC(c2ccccc2)C3)ccc1O (stereo unspecified) | 2
Cc1ccc(C)c(NC(=O)CSc2cn(C)c3ccccc23)c1 | -6
Cc1ccc(N(C(=O)C2CCC(=O)N2)C2(C(=O)NC3CCCCC3)CCCCC2)cc1 (stereo unspecified) | -1&7
CCOCc1nnc(NS(C)(=O)=O)s1 | -7
Cc1cc2cc(CCNC(=O)c3ccc4c(c3)OCO4)c(=O)[nH]c2cc1C | -10
Clc1ccc(Cn2nnc(-c3ccc(N4CCOCC4)cc3)n2)cc1 | 0
O=C(CSc1nnnn1-c1ccccc1F)Nc1ccccc1F | -2
CC(O)CNc1ncnc2c1c(-c1ccccc1)cn2-c1ccccc1 (stereo unspecified) | 6
N#CCCn1c(-c2ccccc2)cc2ccccc21 | -4
CCSC(C)CC1CC(=O)CC(=O)C1 (stereo unspecified) | -8
Cc1cc(C)n(C(=O)c2c(C(=O)O)cccc2[N+](=O)[O-])n1 | -2
C=CCN1C(=O)C2(NC(=O)c3c(sc(C)c3C)N2)c2ccccc21 (stereo unspecified) | -70
O=C(CCS(=O)(=O)c1cccc2nsnc12)NC1CCCC1 | -4
Cc1cccc(CS(=O)(=O)Cc2ccc(C(=O)O)o2)c1 | -4&-1
CS(=O)(=O)CCC(C(=O)n1nnc2ccccc21)N1C(=O)c2ccccc2C1=O (stereo unspecified) | -5
CC(Oc1ccccc1)C(=O)NC1CCN(Cc2ccccc2)CC1 (stereo unspecified) | -15
CC(=O)Oc1ccc2nc(-c3ccc(Br)cc3)oc(=O)c2c1 | 3
COc1ccccc1C1CC(c2ccc(Br)cc2)=NN1C(C)=O (stereo unspecified) | 3
COc1ccc(S(=O)(=O)CCC(=O)Nc2ccc(C)cn2)cc1 | 2
O=c1c2ccccc2nc2c3ccccc3c(SCc3ccccc3)nn12 | -2
COc1ccc(Cl)c(NC(=O)c2sc3nc(-c4ccncc4)ccc3c2N)c1 | -3
CNCC(O)c1ccc(O)c(O)c1 (stereo unspecified) | -10
COc1cccc(CNC(=O)c2ccc3c(c2)ncn3C2CCCCC2)c1 | -4
Cc1ccc(C(=O)Oc2cc(N)n(S(=O)(=O)c3ccc(Br)cc3)n2)cc1 | -6
Cc1ccc2c(C(=O)CN3CCN(c4ccccc4)CC3)c(C)[nH]c2c1 | -12
COc1ccc(NC(=O)c2ccccc2Cl)cc1 | 1
O=C(c1ccc(Br)o1)N1N=C(c2c(-c3ccccc3)c3cc(Br)ccc3[nH]c2=O)CC1c1ccccc1 (stereo unspecified) | -19
COc1ccccc1N(C(=O)c1snc(C(N)=O)c1N)C(C(=O)NC1CCCC1)c1ccco1 (stereo unspecified) | -2
CCCOC(=O)C1=C(C)NC(=O)NC1c1cc(OC)ccc1OC (stereo unspecified) | 4
C=C1Cn2c(nnc2-c2ccc(Cl)cc2)S1 | -2
CCOC(=O)CSc1nc2ccccc2c(=O)n1CC1COc2ccccc2O1 (stereo unspecified) | 0
Cc1noc(C)c1S(=O)(=O)Nc1ccc(C(=O)N2CCN(c3ccc(Cl)cc3)CC2)cc1 | -2
CCC(=O)N1CCc2cc(Br)cc(S(=O)(=O)N3CCC(C(=O)NCc4ccc(C)cc4)CC3)c21 | -9
O=C(CN1CCN(S(=O)(=O)c2ccc(F)cc2)CC1)Nc1ccc2c(c1)OCCO2 | 4&5
CCc1ccc(NC2=NCC(=O)N2c2ccc3c(c2)OCCO3)cc1 | 1
CC(c1ccccn1)N(C(=O)Nc1ccc(Cl)cc1)C1CCCCC1 (stereo unspecified) | -3

Retrieved by compound from the list above (4):
SMILES | 14-3-3 PPI
CCc1ccc(NC2=NCC(=O)N2c2ccc3c(c2)OCCO3)cc1 | 1
O=C(CN1CCN(S(=O)(=O)c2ccc(F)cc2)CC1)Nc1ccc2c(c1)OCCO2 | 4&5
O=C(c1ccc(Br)o1)N1N=C(c2c(-c3ccccc3)c3cc(Br)ccc3[nH]c2=O)CC1c1ccccc1 (stereo unspecified) | -19
COc1ccccc1N(C(=O)c1snc(C(N)=O)c1N)C(C(=O)NC1CCCC1)c1ccco1 (stereo unspecified) | -2

(continued)
| SMILES | 14-3-3 PPI |
| --- | --- |
| COc1cccc(C=Nc2cccc(C(=O)Nc3cccc4ccccc34)c2)c1O | 3 |
| Cc1cc2ccccc2n1CCNC(=O)COc1ccc(Cl)cc1 | -10 |
| Cc1ccc(C(c2ccc(C)o2)c2cc3c(cc2[N+](=O)[O-])OCO3)o1 | -44 |
| COc1ccc(Cn2c(SCC(=O)c3ccc(Cl)cc3)nc3sc(C(=O)N(C)C)c(C)c3c2=O)cc1 | -10 |
| CCOc1ccc2nc(NC(=O)c3cc(OC)c(OC)c(OC)c3)sc2c1 | 1 |
| CCn1nnc(-c2ccccc2NS(=O)(=O)c2ccc(C(=O)OC)cc2)n1 | -4 |
| CCOc1ccccc1C(=O)N1CCN=C1SC | -2 |
| CCN1CCN(CCCNC(=O)c2cc3cc4ccc(C)cc4nc3s2)CC1 | -8 |
| CC1CCc2nn(CC(=O)Nc3ccc(F)cc3F)cc2C1 (stereo unspecified) | 1 |
| COC(=O)c1nc(-c2ccc(C)cc2)oc1N(C)C | 3 |
| O=C(NCc1ccco1)c1cnn2c(C(F)(F)F)cc(-c3cccs3)nc12 | -5 |
| CCOC(=O)C1=C(C)NC2=C(C(=O)C(C(=O)OC)C(C)C2)C1c1ccc2c(c1)c1ccccc1n2CC (stereo unspecified) | 7 |
| CC(C)(c1ccccc1)c1ccc(OCC(=O)NC2CCCC2)cc1 | -3 |
| O=c1cc(-c2ccccc2)c2ccccc2[nH]1 | -9 |
| Cc1cc(OCC(=O)Nc2ncn[nH]2)cc(C)c1Cl | 9 |
| CCOc1ccc(N2C(=O)CC(SC(=NC)Nc3cccc(F)c3)C2=O)cc1 (stereo unspecified) | 1 |
| CCOc1sc2nc(C)n(CC(=O)N3CCC(C)CC3)c(=O)c2c1C | 0 |
| CN(C)c1ccnc(Cl)c1C#N | -1 |
| Cc1c(NC(=O)c2ccccc2N)cccc1C(=O)O | 1 |
| COc1cccc(C2C(C(=O)OC(C)C)C(=O)CC(C)(O)C2C(=O)OC(C)C)c1 (stereo unspecified) | -1 |
| Cc1ccsc1C1Nc2ccc3ccccc3c2C2=C1C(=O)CC(C)(C)C2 (stereo unspecified) | -3 |
| CCC[C@@H]1C[C@@H](C(=O)N[C@H]([C@@H](C)O)[C@H]2O[C@H](SC)[C@H](O)[C@@H](O)C2O)N(C)C1 (stereo partly specified) | -2 |
| COc1ccccc1-n1sc2c(c1=S)-c1cc(C)c(C)cc1NC2(C)C | -4 |
| O=S(=O)(Nc1nc2ccccc2nc1Nc1ccc(Br)cc1)c1ccc(Cl)cc1 | -4 |
| CN1C(=O)c2ccccc2C(C(=O)NCCCN2CCN(c3ccccc3F)CC2)C1c1cn(C)c2ccccc12 (stereo unspecified) | 0 |
| O=C(c1cc(-c2ccncc2)nc2ccccc12)N1CCN(c2cccc(C(F)(F)F)c2)CC1 | 0 |
| COc1ccc(C(=O)Nc2cccc([N+](=O)[O-])c2)cc1S(=O)(=O)N1CCOCC1 | -2 |
| COc1ccc2nc(N3CCCC(C(=O)NC4CC4)C3)sc2c1 (stereo unspecified) | -13 |
| Nc1nc(-c2cccc(Br)c2)cs1 | -12 |
| Cc1cc(N2CCCCC2)nc2ccc(NC(=O)CCC(=O)NCc3cccs3)cc12 | 9 |
| O=c1[nH]c2cc3c(cc2cc1C(c1nnnn1Cc1ccccc1)N1CCN2CCCC2C1)OCCO3 (stereo unspecified) | -14 |
| O=C(O)CCCC(=O)N1CCN(c2nc(-c3ccccc3)c3ccccc3n2)CC1 | -3 |
| COc1ccc2nc(NC(=O)c3ccoc3C)sc2c1 | 0 |
| Cc1ccc2c(c1)N(CCC(=O)NCc1cccs1)C(=O)C(C)O2 (stereo unspecified) | -3 |
| CS(=O)(=O)N1CCC(C(=O)NCc2cccs2)CC1 | -4 |
| Cc1ccc(N2C(=O)CN(Cc3ccccc3)C2=S)cc1C | 2 |
| CCOc1cccc(-c2nnc(SCC(=O)Nc3cccc(OC)c3)n2N)c1 | -5 |
| COc1cc(OC)cc(-n2nc(C(=O)Nc3cc(OC)c(OC)c(OC)c3)c3ccccc3c2=O)c1 | -2 |
| Cc1[nH]c2ccccc2c1C(=O)CC(C)C | -14 |
| O=C(Nc1ccc2oc(-c3ccccc3F)nc2c1)c1cccc(Br)c1 | -24 |
| CN(C)c1ccc(C(c2nnnn2C2CCCCC2)N2CCN(C(=O)c3ccco3)CC2)cc1 (stereo unspecified) | 2 |
| O=c1c2c(nc(SCc3ccccc3Cl)n1-c1ccccc1)CCS2 | -6 |
| O=C(NCC1CCCO1)c1ccc2c(c1)C(=O)N(C1CCCCC1)C2=O (stereo unspecified) | 3 |
| Oc1ccc2ccccc2c1CN1CCN(c2ccccc2F)CC1 | -2 |
| Cc1ccc(NC(=O)CCC(=O)Nc2ccc3nc(N4CCOCC4)cc(C)c3c2)c(Br)c1 | 2 |
| CCCCOC(=O)C1=C(C)Nc2ncnn2C1c1cc(OC)c(OC)cc1OC (stereo unspecified) | 2&1 |
| Cc1cc(C)n(-c2nc3ccccc3nc2Nc2ccc(Cl)cc2)n1 | 0 |
| O=C(c1cnn2c(C(F)(F)F)cc(-c3ccco3)nc12)N1CCCc2ccccc21 | 3 |
| COCCNc1nc(=S)[nH]c2cc(OC)c(OC)cc12 | -4 |
| CCOC(=O)c1sc(-c2ccccc2)cc1NC(=O)c1cc2ccccc2oc1=O | -3 |

Three neighbouring compounds from above, quoted:
| SMILES | 14-3-3 PPI |
| --- | --- |
| O=C(c1cnn2c(C(F)(F)F)cc(-c3ccco3)nc12)N1CCCc2ccccc21 | 3 |
| COCCNc1nc(=S)[nH]c2cc(OC)c(OC)cc12 | -4 |
| CCOC(=O)c1sc(-c2ccccc2)cc1NC(=O)c1cc2ccccc2oc1=O | -3 |

(more compounds)
| SMILES | 14-3-3 PPI |
| --- | --- |
| Cc1nc2ccccc2n1-c1nc(-c2ccco2)cc(C(F)(F)F)n1 | -3&-3 |
| O=C1CC(N2CCN(c3ccccc3Cl)CC2)C(=O)N1c1ccccc1 (stereo unspecified) | -5 |
| Cc1ccc(C)c(NC(=O)Cn2c(=O)n(Cc3ccc4c(c3)OCO4)c(=O)c3ccccc32)c1 | -5 |
| COc1ccc2[nH]c(=O)c(CN(Cc3nnnn3Cc3ccccc3)CC3CCCO3)cc2c1 (stereo unspecified) | 0 |
| CS(=O)(=O)N1CCc2cc(C(=O)OCC(=O)c3ccccc3)ccc21 | 2 |
| Cc1ccc(C)c(Cc2cc([N+](=O)[O-])ccc2C)c1 | -12 |
| O=C1C2C3C=CC(C3)C2C(=O)N1c1ccc(N2CCN(CCO)CC2)c([N+](=O)[O-])c1 (stereo unspecified) | 3 |
| CCN(CC)C(=O)CSc1nc2c(cc1C#N)CCCC2 | 3 |
| NC(=O)CCn1nc(-c2ccccc2)c2ccccc2c1=O | -54 |
| N#CCCN1CCN(CCC#N)CC1 | -2 |
| N#Cc1c(C(F)(F)F)cc(-c2ccccc2)nc1SCc1nc(N)nc(N2CCOCC2)n1 | -2 |
| O=C(Nc1ccc(C23CC4CC(CC(C4)C2)C3)cc1)c1ccc(Br)cc1 | -14 |
| Cc1ccccc1OCCNC(=O)CNC(=O)c1ccccc1O | 3 |
| CCCOC(=O)c1ccc(NC(=O)c2ccccc2C(=O)O)cc1 | -5 |
| COc1ccccc1Cn1c(=O)[nH]c2cccnc21 | 5 |
| COc1ccc(OC)c(NC(=O)COc2ccccc2C(C)(C)C)c1 | -2 |
| O=C(NCc1ccc2c(c1)OCO2)C(c1ccco1)N(C(=O)c1csnn1)c1ccccc1 (stereo unspecified) | -11 |
| O=C(COC(=O)c1cccc(NC(=O)c2ccc(Br)cc2)c1)c1ccc(Cl)cc1 | 3 |
| C=CCn1c(SCC(=O)c2ccc(CNC(C)=O)o2)nc2scc(C3CC3)c2c1=O | -59 |

The list is partial, so the mix of outcomes need not match the whole.
